Compound activity as filed in PubChem BioAssay.
M. tuberculosis GlmU: inhibition of mycobacterial GlmU enzyme – biochemical, glucosamine-1-phosphate acetyltransferase (AID 1376); one-dose inhibition, %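 (tested at 30 µM in the primary screen)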; IC50 in µM for titrated hits; 0.25% of 220,000 active; M. tuberculosis GlmU acetyltransferase enzyme assay; higher % means a stronger effect; in the data active = inhibition above about 13%; inconclusive = no clear call, values can overlap the other calls;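 note: 0% = complete reaction with vehicle and 100% = reaction without substrate; strong numbers were not always called active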
Mtb RmlCD inh: inhibitors of Mycobacterium tuberculosis RmlC and RmlD coupled enzymes | P9WH09+P9WH11 | RmlC+RmlD coupled enzyme assay, percent inhibition; primary screen in compound mixtures | inhibition, % at 3.6 µM | 0.03% of 160,000 active; in the data active = inhibition mostly above about 34%, no sharp cut-off; inconclusive = no clear call, values can overlap the other calls; inactive = mostly below about 22%; note: some results filed as inactive read as strong as hits
Target sequence (P9WH09 whole entry, looked up): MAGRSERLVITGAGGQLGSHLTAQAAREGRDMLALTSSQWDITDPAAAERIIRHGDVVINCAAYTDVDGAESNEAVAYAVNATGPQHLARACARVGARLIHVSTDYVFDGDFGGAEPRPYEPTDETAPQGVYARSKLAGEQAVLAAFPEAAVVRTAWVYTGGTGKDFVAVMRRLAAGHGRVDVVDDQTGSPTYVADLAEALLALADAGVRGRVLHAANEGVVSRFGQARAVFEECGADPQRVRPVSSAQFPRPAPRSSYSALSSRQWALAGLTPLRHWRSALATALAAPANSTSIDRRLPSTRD
Target sequence (P9WH11 whole entry, looked up): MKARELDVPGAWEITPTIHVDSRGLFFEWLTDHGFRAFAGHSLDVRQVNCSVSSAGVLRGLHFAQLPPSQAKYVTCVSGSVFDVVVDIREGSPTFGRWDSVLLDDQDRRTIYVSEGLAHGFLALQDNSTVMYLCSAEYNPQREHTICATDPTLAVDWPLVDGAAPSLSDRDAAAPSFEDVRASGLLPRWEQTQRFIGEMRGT
Numbers without * were called inactive; ? = inconclusive; · = not tested or not shown.

Molecule | Mtb RmlCD inh | M. tuberculosis GlmU
CC(C)CCNC(=O)c1cc(C(=O)c2cc(Br)ccc2O)cn(CCC(C)C)c1=O | 5 | 2.5%
O=[N+]([O-])c1cccc(C2=NCCS2)c1 | 4 | -1.2%
Cc1nc2nc3c(cn2n1)C(=O)CC(c1ccccc1)C3 (stereo not drawn) | 8 | 15%*
CCOc1ccccc1N1C(=O)CC(N(O)c2ccccc2)C1=O (stereo not drawn) | 4 | -7.2%
CC(=O)c1sc(-c2ccccc2)cc1NS(=O)(=O)c1ccccc1 | -2 | -0.8%
CC(=O)Nc1ccc(Oc2cnccn2)cc1 | 21 | -1.6%
Nc1c2c(=O)oc(-c3ccccc3)cc2nn1-c1ccccc1 | 2 | ·
Cc1ccc(CN2CCN(C3CCCC3)C(CCO)C2)s1 (stereo not drawn) | -4 | -1.8%
CC(=O)N(C)c1ccc(NC(=O)Nc2ccc(C)c(C)c2)cc1 | · | 3.0%
O=C(Nc1nnc(CCN2CCCCC2)s1)c1ccc(Cl)cc1Cl | · | -6.9%
O=C(NC1CCCc2ccccc21)c1n[nH]c(=O)c2ccccc12 (stereo not drawn) | -7 | 4.1%
Cc1ccc(C2C=NN(c3ccccc3)C2=O)cc1 (stereo not drawn) | 5 | -1.5%
CCOC(=O)c1ccc2c(c1)nc(COc1ccc(OC)cc1)n2CC | · | 0.9%
O=C(Nc1ccccc1)N1CCC(c2nc(-c3ccc(S(=O)(=O)N4CCOCC4)cc3)no2)CC1 | · | -1.9%
CC(/C=C/c1ccc(O)cc1)=N/O | 5 | -1.2%

(more compounds)
Molecule | Mtb RmlCD inh | M. tuberculosis GlmU
Cc1ccc(CNC2=NCCCCC2)n1C | -2 | -5.2%
Cc1ccc(Cn2ccc(NC(=O)CCSc3nc(-c4ccco4)cc(C(F)(F)F)n3)n2)cc1 | -9 | 0.0%
CCOCC(=O)N(CC)Cc1ccccc1 | 10 | 1.2%
COCc1cc(C)nc(Oc2ccccc2)c1C#N | 4 | 2.4%
CC(=O)N/C(=C/c1ccc2c(c1)OCO2)C(=O)NCC(=O)O | -5 | -2.2%
CC(=Nc1ccccc1)C1=C(O)CCCC1=O | 7 | 2.4%
CC(=O)Cc1nsc(NC(=O)c2ccc(COc3ccc(C)cc3)o2)n1 | · | -0.5%
COc1ccccc1C(C)NCC(=O)Nc1ccccc1C(F)(F)F (stereo not drawn) | -22 | 1.8%
O=S(=O)(c1cccc2cccc(Cl)c12)N1CCCC1 | 5 | -0.7%
C=CCNC(=O)C(C)Sc1ccc(Cl)cc1 (stereo not drawn) | 8 | 3.1%
O=C(Nc1cccnc1)C1(F)C(F)(F)C(F)(F)C(F)(F)C(F)(F)C1(F)F | -7 | 0.0%
CN(C)C(=O)CSc1nc2ccccc2c(=O)[nH]1 | -5 | 8.1%
CCn1c(C)nc2cc(C(=O)N/N=C/c3cccc(OC)c3O)ccc21 | -9 | 1.2%
Cc1ccccc1CN1CCN(C(=O)c2cccc(F)c2)CC1 | 11 | 0.8%
CCN1/C(=C/c2ccc3cccc(C)c3[n+]2CC)Sc2ccccc21 | · | 1.1%

3 records picked at random from those above:
Molecule | Mtb RmlCD inh | M. tuberculosis GlmU
Cc1ccc(CN2CCN(C3CCCC3)C(CCO)C2)s1 (stereo not drawn) | -4 | -1.8%
O=C(Nc1cccnc1)C1(F)C(F)(F)C(F)(F)C(F)(F)C(F)(F)C1(F)F | -7 | 0.0%
CC(=Nc1ccccc1)C1=C(O)CCCC1=O | 7 | 2.4%

(list continues)
Molecule | Mtb RmlCD inh | M. tuberculosis GlmU
COc1cccc(/C=C2/CN(C)CC3=C2OC(N)=C(C#N)C3c2cccc(OC)c2)c1 (stereo not drawn) | 8 | 2.1%
Cc1cc(-n2ccc(=O)[nH]c2=O)nc(-c2ccccc2)n1 | 3 | -3.7%
COc1ccc(-c2cc(=O)c3ccccc3[nH]2)cc1 | · | -2.9%
CCCOC(=O)c1c(NC(=O)CSc2nc(-c3ccco3)cc(C(F)(F)F)n2)sc(C(=O)OC)c1C | · | -5.3%
Cc1cccc(CN2CCC(C(N)=O)CC2)c1 | -9 | 1.9%
CC(C)(C)NC(=O)Cc1ccc(Cl)c(Cl)c1 | -7 | 2.1%
Cc1ccc(-c2csc(=S)[nH]2)cc1 | 14 | 11%
O=c1c(-c2ccccc2)coc2c(CN3CCCC3)c(O)ccc12 | -9 | -3.1%
O=C(NCCCCO)C(F)(F)C(F)(F)C(F)(F)C(=O)NCCCCO | 6 | -3.5%
CCN(C1CCS(=O)(=O)C1)S(=O)(=O)c1cccc([N+](=O)[O-])c1 (stereo not drawn) | 1 | 7.3%
Cc1ccc([N+](=O)[O-])c(OCCN2CCC(Cc3ccccc3)CC2)c1 | -6 | -0.3%
N/C(=N\OC(=O)c1cc(Br)ccc1Cl)c1cccnc1 | 7 | -3.3%
Cc1ccc(OC(=O)Nc2ccccc2)cc1 | 0 | 5.2%
COCCN(C(=O)CCC(=O)Nc1ccccn1)C(C(=O)NC1CCCC1)c1ccc(OC)cc1 (stereo not drawn) | 11 | -4.5%
CCCC(=O)NC(c1ccc(OCC)cc1)c1ccc(OC)c(OC)c1 (stereo not drawn) | -8 | 5.7%

Remaining list, next part.
Molecule | Mtb RmlCD inh | M. tuberculosis GlmU
Cc1ccc(CC2CC(=O)N(c3ccncc3)C2=O)cc1 (stereo not drawn) | 3 | -2.6%
COc1cccc(C2=CC(c3ccc(N(C)C)cc3)n3ncnc3N2)c1 (stereo not drawn) | · | 3.1%
Cc1cccc(-n2ncc3c(NCc4ccc5c(c4)OCO5)ncnc32)c1 | · | 0.7%
CCCC(c1nnnn1Cc1ccco1)N1CCN(C2CCCC2)CC1 (stereo not drawn) | 8 | 5.5%
O=C(NC1CN2CCC1CC2)c1ccc(-c2ccc([N+](=O)[O-])cc2)o1 (stereo not drawn) | · | -6.3%
COc1ccc(C(=O)Nc2ccc(Oc3ncnc4sc(-c5ccccc5)cc34)cc2)cc1OC | -5 | -5.0%
Cc1cc(=O)[nH]c(-c2ccccc2O)n1 | -5 | -0.9%
Cc1csc(NC(=O)CSc2nnc(-c3ccoc3C)n2Cc2ccco2)n1 | 9 | 2.8%
COc1ccccc1-c1cn[nH]c1-c1ccc(OCc2ccccc2F)cc1O | -9 | 5.3%
CCN(CC)CCNC(=O)c1ccc(CS(=O)(=O)c2ccc(Br)cc2)o1 | 5 | -2.1%
Cc1nnc(SCC(N)=O)n1CCc1ccccc1 | · | 2.9%
O=[N+]([O-])c1ccc(C2[C@H]3C(c4ccccc4)=NC4(CCCCC4)N23)cc1 (stereo partly drawn) | 26 | -5.5%
CC(C)CNC(=O)c1ccccc1NC(=O)CN(c1ccccc1)S(=O)(=O)N(C)C | · | 1.3%
O=C(OCc1ccccc1)N1CCOCCOCCN(C(=O)OCc2ccccc2)CCOCCOCC1 | · | 0.0%
COc1ccc(/C=C2\N=C(c3ccccc3)NNC2=O)cc1 | 4 | 1.6%

Other entries follow.
Molecule | Mtb RmlCD inh | M. tuberculosis GlmU
CC1(C)CC(=O)C(C(=O)CCCCC(=O)C2C(=O)CC(C)(C)CC2=O)C(=O)C1 | 2 | ·
Cc1ccc2[nH]c(=O)c(Cc3ccccc3)c(O)c2c1 | 2 | 7.2%
CC[n+]1ccc(C)c2cc(S(=O)C(F)(F)F)ccc21 (stereo not drawn) | · | 0.7%
Nc1ccc(Cc2nc3c(ccc4ccccc43)[nH]2)cc1 | -1 | -4.2%
O=C(CSc1ncn(-c2ccccc2)n1)c1cccs1 | -11 | -1.5%
CC(C)OC(=O)C(CC(=O)O)NCc1ccccc1 (stereo not drawn) | -5 | -3.8%
CCN(CC)C(=O)c1cc2c(=O)n3cccc(C)c3nc2n1C | -2 | -1.1%
COc1ccc(N2C(=O)NC(NC(=O)c3cccnc3)(C(F)(F)F)C2=O)cc1 (stereo not drawn) | 13 | 2.1%
CCOc1cc(C2/C(=C(/O)c3ccc(OC)cc3)C(=O)C(=O)N2CC2CCCO2)ccc1O (stereo not drawn) | -10 | 2.8%
CCOC(=O)c1c(C)[nH]c(N=Nc2ccc(OC)cc2)c1C | · | -2.8%
Cc1cc(=O)n2[nH]c(-c3ccco3)nc2n1 | 14 | 1.5%
CCOc1ccc(NC(=O)c2cnccn2)cc1 | · | 4.9%
CC(C)(Oc1ccc(Cl)cc1)C(=O)N/N=C/c1cn[nH]c1-c1ccccc1 | · | 1.3%
CC[n+]1c(/C=C(/C)SC)sc2ccccc21 | 9 | -3.0%
O=C(CSC(=S)N1CCOCC1)N1N=CCC1c1ccccc1 (stereo not drawn) | -6 | 2.0%

Later entries.
Molecule | Mtb RmlCD inh | M. tuberculosis GlmU
CCN(CC)S(=O)(=O)c1ccc(NC2c3ccccc3C(=O)N2c2ccc(C)cn2)cc1 (stereo not drawn) | 4 | -9.0%
C=CCNC(=O)CC(=O)N/N=C/c1cccc(Br)c1 | -1 | 6.0%
CN(/N=C/c1c[nH]c2ccccc12)c1cnn(-c2ccc(F)c(Cl)c2)c(=O)c1Cl | · | 7.3%
COc1ccc(NC(=O)c2oc3ccccc3c2NC(=O)C2CC2)cc1 | ? | -0.1%
C[N+](C)(C)CCOP(=O)([O-])OC[C@H](O)CO | · | 1.6%
Cc1cccnc1NC(=O)Nc1ccc(F)cc1 | 1 | -2.2%
CCCC(=O)Nc1sc(C(=O)Nc2cccc(N)c2)c(C)c1C(=O)OC | -8 | 4.1%
CCOc1cc(CNCC2CCCN2CC)cc(Cl)c1OC (stereo not drawn) | 12 | -3.9%
CCOc1ccc(NC(=S)NC(=O)c2c(Cl)c(C)nn2C)c([N+](=O)[O-])c1 | · | 0.4%
CC(C)N1C[C@@]23C=C[C@@H](O2)C(C(=O)OCc2ccccc2)[C@H]3C1=O (stereo partly drawn) | 6 | -1.7%
Cc1occc1C(=O)N1CCN(c2ncccn2)CC1 | · | -8.2%
Cc1cccc(N(CC(=O)NCC2CCCO2)C(=O)CCC(=O)Nc2cc(C)on2)c1 (stereo not drawn) | · | 2.8%
CCc1nnc(SCC(=O)Nc2ccc(N3CCOCC3)cc2)o1 | 9 | -3.7%
C/C(=N/NC(=O)c1ccc(C)s1)c1cccc(NC(=O)COc2ccc(Cl)cc2Cl)c1 | -4 | 1.1%
CCOC(=O)Cc1nnc(NC(=O)CSc2nnc3c(n2)[nH]c2ccccc23)s1 | 2 | 7.9%

Further results follow:
Molecule | Mtb RmlCD inh | M. tuberculosis GlmU
COc1ccc(S(=O)(=O)Nc2c(C)n(C)n(-c3ccccc3)c2=O)cc1 | -12 | 1.5%
COc1cc(CNCCc2ccccc2)cc(Br)c1OCC(=O)Nc1ccccc1C | -5 | -9.6%
O=C(CC1SC(=Nc2ccc(OC(F)F)cc2)N(CCC2=CCCCC2)C1=O)Nc1ccccc1F (stereo not drawn) | 10 | -0.2%
CC(=O)Sc1nc(-c2ccccc2)[nH]c1S(=O)(=O)c1ccc(C)cc1 | 3 | 12%
O=C(c1ccc(NC(=O)C2(c3ccccc3)CCOCC2)cc1)N1CCOCC1 | 0 | -2.3%
CCN(CC(=O)Nc1ccc(N2CCOCC2)cc1)Cc1nc2ccccc2c(=O)[nH]1 | · | -0.5%
Cc1ccccc1OCCn1cnc2cc([N+](=O)[O-])ccc2c1=O | 5 | -3.0%
CSCCC(NC(N)=O)C(=O)N(C)CC(=O)Nc1ccc(C)cc1 (stereo not drawn) | -7 | -1.6%
CCOc1ccc(N2C(=O)CC(SCC(=O)O)C2=O)cc1 (stereo not drawn) | -7 | 6.9%
CCN(CC)C(=O)c1ccccc1NS(C)(=O)=O | · | -5.1%
O=C1c2oc3ccc(Cl)cc3c(=O)c2C(c2ccco2)N1CCN1CCOCC1 (stereo not drawn) | -12 | ·
O=C1CCc2cc(S(=O)(=O)N3CCN(c4ccccc4F)CC3)ccc2N1 | -5 | -3.4%
O=C(/C=C/c1cn(-c2ccccc2)nc1-c1cccs1)NCCN1CCOCC1 | 18 | 0.0%
CCOc1ccc(OCCOCCn2ccnc2)cc1 | · | 3.5%
COc1cccc(NC(=O)C(Cc2ccccc2)n2cccc2)c1 (stereo not drawn) | 4 | -1.9%

Arranged by molecular weight (low to high): 4 of the compounds above.
Molecule | Mtb RmlCD inh | M. tuberculosis GlmU
Cc1ccc(OC(=O)Nc2ccccc2)cc1 | 0 | 5.2%
Cc1ccccc1CN1CCN(C(=O)c2cccc(F)c2)CC1 | 11 | 0.8%
CCOc1cc(CNCC2CCCN2CC)cc(Cl)c1OC (stereo not drawn) | 12 | -3.9%
CCCOC(=O)c1c(NC(=O)CSc2nc(-c3ccco3)cc(C(F)(F)F)n2)sc(C(=O)OC)c1C | · | -5.3%

Next structures
Molecule | Mtb RmlCD inh | M. tuberculosis GlmU
CC1(C)C2CCC1(C)C(NC(=O)CCN1CCCCC1)C2 (stereo not drawn) | 7 | 6.5%
O=C(Nc1ccc2c(c1)OCCO2)c1ccccc1F | · | 4.9%
O=C1CSC(=O)N1CCOCCN1C(=O)CSC1=O | 4 | -5.2%
CCc1cccc(NC(=O)Cn2cc3c(n2)CCCC3)c1 | 3 | 0.3%
COc1ccccc1NC(=O)Cn1c(=O)sc2ccccc21 | 2 | 1.6%
O=C(c1ccc(-n2cnnn2)cc1)N1CCCCC1 | · | -1.5%
Cc1ccc(S(=O)(=O)N/N=C\c2cccnc2)cc1 | · | -2.8%
COCCCNC(=O)c1c(-c2ccccc2)noc1C | · | -4.2%
O=c1[nH][nH]c(-c2ccccc2)c1C=Nc1ccc(F)cc1F | 1 | -4.4%

An excerpt; the hit share may differ from the screen's.
